Source: PubChem BioAssay (National Center for Advancing Translational Sciences (NCATS))
Tau fluor counter = counter-screen for tau fibril formation inhibitors. tau K18 P301L Alexa594 fluorescence, heparin fibrillization. Potency, µM (doses to about 57.7 µM), for inactives: at the highest dose activity change, negative = decrease. 0.93% of 280,000 active. AID 1463; note: nearly all actives have a fitted effect of over 55% in size
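Human K18 P301L tau (15 uM unlabeled plus 0.24 uM Alexa 594-labeled, final) in 100 mM sodium acetate pH 7 was mixed with compound and 20 uM heparin and incubated 6 hr at 37 C.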
aGal spleen mod = inhibits or activates alpha-galactosidase in human spleen homogenate; Potency, µM (titrated, usually from 80 µM), without a hit: at the top dose activity change, negative = inhibition, most hits filed as inhibitors; AID 2107; human spleen homogenate, 4MU-alpha-Gal fluorescence, 40 min; 0.008% of 240,000 active;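 note: 0% = enzyme with vehicle and -100% = no enzyme basal signal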
Target sequence (P06280 32-429 limits assumed): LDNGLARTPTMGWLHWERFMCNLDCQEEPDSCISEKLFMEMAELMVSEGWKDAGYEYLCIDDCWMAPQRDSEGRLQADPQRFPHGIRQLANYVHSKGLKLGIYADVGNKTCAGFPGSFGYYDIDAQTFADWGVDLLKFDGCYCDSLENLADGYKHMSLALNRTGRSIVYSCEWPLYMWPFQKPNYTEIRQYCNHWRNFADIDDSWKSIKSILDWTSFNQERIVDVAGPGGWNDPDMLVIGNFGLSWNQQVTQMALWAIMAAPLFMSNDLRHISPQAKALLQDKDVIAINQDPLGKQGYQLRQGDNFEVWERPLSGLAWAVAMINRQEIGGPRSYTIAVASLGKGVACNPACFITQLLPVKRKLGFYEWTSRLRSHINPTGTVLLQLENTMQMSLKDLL
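Human spleen homogenate (1 ug) was the enzyme source, with 4-methylumbelliferyl-alpha-D-galactopyranoside (1 mM final) in pH 5.0 citrate buffer with 0.01% Tween-20. Compounds were titrated; after 40 min at 37C, NaOH/glycine stop, 4-MU fluorescence read; AC50 from Hill fits.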
Tau FP inhib = inhibitors of human tau fibril formation | P10636 | 0.39% of 280,000 active | K18 P301L tau heparin fibrillization, Alexa594 FP, 6 h | Potency, µM (highest dose often 57.7 µM), without a hit: at the highest dose activity, negative = inhibition, most hits filed as inhibitors | AID 1468; note: nearly all actives have a fitted effect of over 55% in size
Target sequence (P10636 561-689 P618L limits assumed): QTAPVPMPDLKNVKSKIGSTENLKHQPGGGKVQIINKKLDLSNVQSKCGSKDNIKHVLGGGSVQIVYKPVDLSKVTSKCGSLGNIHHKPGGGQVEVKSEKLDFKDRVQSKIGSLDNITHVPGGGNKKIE
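Compound effects on tau fibrillization are measured by Alexa 594 fluorescence polarization (ex 555, em 632 nm). K18 P301L tau is used at 15 uM with 0.24 uM labeled tracer, and 20 uM heparin induces aggregation over 6 hr at 37 C.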
TRb-SRC2 inh = inhibitors of human thyroid hormone receptor beta-SRC2 interaction; 0.065% of 280,000 active; TRbeta-SRC2 peptide binding, fluorescence polarization; receptor liganded with 1 µM T3; P10828; Potency, µM (series often up to 106 µM), for the others: top-dose activity change, negative = inhibition, hits mostly inhibitors;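 note: plate controls were bound peptide for no effect and peptide without receptor for full effect; nearly all actives have a fitted effect of over 50% in size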
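Fluorescence polarization of 20 nM Texas Red SRC2 peptide (20-aa NR interaction domain) bound to 0.6 uM human TRb ligand-binding domain, with 1 uM T3, after 5 hr at ambient temperature; inhibition seen as decreased polarization.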
ALDH1A1 block = blocks purified human ALDH1A1 activity. Purified ALDH1A1, NADH fluorescence, propionaldehyde substrate. Potency, µM (highest dose often 75.3 µM), inactives show at the top dose activity, negative = inhibition, most hits filed as inhibitors. 7.3% of 220,000 active. AID 1030; active = well fitted inhibition curve with a large enough effect, not every such curve was filed as active; inconclusive = small, poorly fitted or top-dose-only effect, or another doubt; inactive = no such curve, though single readings can be large or run the other way;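 note: plate controls were no enzyme wells and a reference inhibitor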
Target sequence (P00352 whole entry, looked up): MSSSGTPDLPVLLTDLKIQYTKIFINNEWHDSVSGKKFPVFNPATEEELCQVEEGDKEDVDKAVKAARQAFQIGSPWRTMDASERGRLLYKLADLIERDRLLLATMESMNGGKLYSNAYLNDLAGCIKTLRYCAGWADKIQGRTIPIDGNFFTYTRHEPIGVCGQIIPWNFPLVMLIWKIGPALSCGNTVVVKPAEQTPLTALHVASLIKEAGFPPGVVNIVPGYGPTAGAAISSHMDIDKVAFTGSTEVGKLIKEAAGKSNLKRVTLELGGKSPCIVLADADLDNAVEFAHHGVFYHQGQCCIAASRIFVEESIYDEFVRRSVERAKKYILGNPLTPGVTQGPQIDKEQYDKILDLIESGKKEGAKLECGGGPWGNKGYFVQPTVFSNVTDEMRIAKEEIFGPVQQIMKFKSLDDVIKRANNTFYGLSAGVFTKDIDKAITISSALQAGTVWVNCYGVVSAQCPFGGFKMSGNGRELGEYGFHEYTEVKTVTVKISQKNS
Tau ThT inhib = inhibitors of human tau fibril formation, thioflavin T binding | recombinant tau K18 P301L, heparin-induced fibrillization, ThT fluorescence | Potency, µM (doses to about 57.4 µM), for inactives: at the top dose activity, negative = inhibition, usual class: inhibitors | 2.1% of 270,000 active | AID 1460; note: nearly all actives have a fitted effect of over 55% in size
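Using a mix of unlabeled (15 uM) and Alexa 594-labeled (0.24 uM) tau K18 P301L, heparin-triggered fibrillization over 6 hr at 37 C was scored by ThT fluorescence.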
L3MBTL1 inh = blocks human L3MBTL1. Q9Y468. AlphaScreen L3MBTL1–H3K9me1 peptide binding. Potency, µM (top dose mostly 57.1 µM), without a hit: at the highest dose activity, negative = inhibition, hits mostly inhibitors. 0.66% of 230,000 active. AID 485360; note: nearly all actives have a fitted effect of over 60% in size
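L3MBTL1 50 nM + b-AHA-H3(1-15)K9me1 75 nM, 30 min RT; compound added, 30 min RT; streptavidin donor/Ni-chelate acceptor beads 10 ug/mL each final, 30 min RT dark; AlphaScreen read.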
TexasRed fluor = Texas Red fluorescence interference in TRb-SRC2 counter-screen | TRb/SRC2 Texas Red total fluorescence interference | Potency, µM (series often up to 106 µM), inactives show at the top dose fluorescence change, negative = quenching | 0.29% of 280,000 active | AID 1479; active = well fitted curve in either direction with a large enough effect; inconclusive = small, poorly fitted or top-dose-only effect
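Flags fluorescent or light-absorbing compounds by total fluorescence, S + 2P, at 555 nm excitation and 632 nm emission. Mixture: 20 nM Texas Red SRC2 peptide, 0.6 uM human TRb LBD, 1 uM T3, 5% DMSO; compound exposure 5 h at ambient temperature.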
* = called active by the depositor; ? = inconclusive; . = no result given; & = joins results of further samples; [ ] = another dose, or the depositor's remark. Unless noted, calls come from the whole dose curve; as a rule, active = well fitted curve in the direction sought with a large enough effect; inconclusive = small, poorly fitted or top-dose-only effect, or another doubt; inactive = no such curve, though single readings can be large; an effect the other way counts as inactive or inconclusive. Unless noted, % is set by controls: 0 for no effect and ±100 for the full control effect; potency is the fitted concentration of half-maximal effect.

SMILES	Tau fluor counter	aGal spleen mod	Tau FP inhib	TRb-SRC2 inh	ALDH1A1 block	Tau ThT inhib	L3MBTL1 inh	TexasRed fluor
O=C(Nc1ccc2c(c1)CCC2)c1cnc(Cl)c(Cl)c1	-8%	8%	-5%	-1%	7%	-5%	8%	-3%
CC(C)Oc1ccc(C(=O)N(Cc2ccc(N(C)C)cc2)Cc2ccco2)cc1	?	.	-2%	-2%	.	?	.	-16%
Cc1noc(/C=C/c2cccs2)c1S(=O)(=O)N1CCC(C(=O)NCc2ccc(Cl)cc2)CC1	-26%	.	?	-6%	.	12%	.	-1%
CCOC(=O)c1c(/N=C/C2C(=O)CC(C)(C)CC2=O)sc2c1CCCC2	-8%	0%	-2%	-9%	8.9µM*	?	-12%	-2%
Cc1ccc2cc(CCNC(=O)C(=O)c3c(C)[nH]c4ccccc34)c(=O)[nH]c2c1	-9%	2%	-9%	0%	-2%	-16%	-6%	-2%
Cc1ccc(S(=O)(=O)N2CCC(C(=O)N[C@@H](C)C(=O)NCCc3ccccc3)CC2)cc1	-6%	11%	6%	3%	-11%	-1%	0%	1%
Cc1cc(NS(=O)(=O)c2ccc(NC(=S)NC(=O)c3ccc(C(C)(C)C)cc3)cc2)no1	-4%	1%	2%	-4%	13µM*	?	-10%	0%
COc1cccc(/C=C/c2ccc3ccccc3n2)c1OC(C)=O	-19%	3%	-7%	-8%	?	?	30%	-5%
O=S(=O)(c1ccccc1)N1CCC(=NO)CC1	-10%	-3%	-1%	-2%	2%	-10%	.	-4%
COc1ccnc(Oc2ccccc2)c1-c1ncn[nH]1	-9%	11%	?	-6%	-1%	-6%	2%	0%
CCOC(=O)C1=C(C)n2c(s/c(=C/c3cccc([N+](=O)[O-])c3)c2=O)=NC1c1ccc(O)c(OC)c1 (stereo not given)	?	3%	-6%	1%	?	14µM*	.	-4%
CCOc1ccc(C2CC(c3cccc(OC)c3OC)n3nnnc3N2)cc1Cl (stereo not given)	-5%	-4%	5%	-1%	-2%	-19%	1%	-2%
CCC(c1nnc(SCC(=O)Nc2cccc(S(N)(=O)=O)c2)n1Cc1ccccc1)N(C)C (stereo not given)	0%	5%	10%	-3%	.	-3%	.	-1%
O=C(Nc1ccc(C(F)(F)F)cc1)C1CCCN(c2cnccn2)C1 (stereo not given)	-15%	.	2%	-1%	.	1%	.	0%
CCSc1nnc2c(n1)OC(c1ccc(C(=O)O)cc1)N(C(C)=O)c1ccccc1-2 (stereo not given)	4%	-2%	2%	1%	10%	-2%	-1%	-2%
CCOC(=O)c1cccc(NC(=O)C(NS(=O)(=O)c2ccc3c(c2)CCN3C(C)=O)C(C)C)c1 (stereo not given)	-1%	1%	1%	1%	2%	8%	.	1%
C=CCc1c(C)nc(SC)nc1Nc1ccccc1	4%	-8%	6%	-3%	10%	7%	53%[activator]	-9%
CC(C)NC(=O)C(=O)NCCc1ccc(Cl)cc1	-9%	5%	-5%	5%	5%	-2%	.	1%
CC12CCC(C(=O)Nc3cccc4ccccc34)(C1Br)C2(C)C (stereo not given)	-13%	-4%	-4%	7%	2%	-14%	3%	1%
CCCn1c(N2CCN(CC(=O)c3c(C)n(C)c4ccccc34)CC2)nc2c1c(=O)[nH]c(=O)n2C	2%	11%	5%	0%	?	2%	7%	2%
CC1(C)CC(=O)C(C=NCCN2CCN(C(=O)NC34CC5CC(CC(C5)C3)C4)CC2)=C(O)C1	-4%	4%	1%	0%	16µM*	-6%	4%	-3%
O=C(Nc1cccc([N+](=O)[O-])c1)c1cccc(C(=O)Nc2cccc([N+](=O)[O-])c2)c1	?	0%	-7%	0%	6%	1%	-3%	0%
COc1ccccc1C(=O)Nc1ccon1	-6%	1%	-7%	5%	1%	-9%	.	1%
COc1cc2cc(C)c3nnc(SCC(N)=O)n3c2cc1OC	5%	16%	0%	3%	4%	-7%	-1%	-8%
Cn1c(=O)[nH]c(=O)c2c1nc(NCCO)n2CC(O)COc1ccccc1 (stereo not given)	-7%	.	3%	3%	.	-7%	.	2%
O=C(COc1ccccc1Cl)N(Cc1cccc(F)c1)C1CCS(=O)(=O)C1 (stereo not given)	-22%	.	-4%	-3%	.	-6%	.	-12%
O=C(O)C1CCCN(S(=O)(=O)c2ccc(Br)cc2)C1 (stereo not given)	-10%	0%	-3%	1%	6%	-11%	.	-5%
CCOC(=O)CSc1nnc(CNC(=O)c2cccc(C)c2)n1C	1%	0%	3%	3%	7%	-2%	.	1%
CCOc1cc(C(=O)CCC(=O)OCC(=O)NC(=O)NCC(C)C)ccc1O	-14%	-5%	6%	-2%	.	.	.	-2%
CCOC(=O)c1ccc(Nc2nc(C(=O)OCC)nc3ccccc23)cc1	?	20%	?	7%&-5%	?	-7%&-6%	-9%	-1%&-4%
Cc1cc(C)n(CC(=O)NC2CCCCC2)n1	2%	-4%	-3%	1%	4%	0%	-7%	2%
Cc1ccc2cccc(O)c2[n+]1[O-]	-5%	2%	4%	7%	4%	-14%	1%	3%
COc1cccc(OC)c1NC(=O)CN1CCC(NC(=O)c2cccc(F)c2)CC1	2%	0%	5%	-7%	40µM*	-1%	-13%	-2%
c1ccc(Cc2nnc3sc(-c4ccco4)nn23)cc1	-8%	-3%	2%	8%	?	-19%	-14%	1%
O=C(Cc1ccccc1)NC1CCN(Cc2ccccc2)CC1	4%	-5%	3%	-5%	13%	1%	7%	0%
CCOC(=O)c1cccc(NC(=O)c2ccccc2C)c1	-3%	-2%	-1%	1%	-15%	0%	1%	1%
CC(C)(C)C(=O)Nc1nnc(-c2ccncc2)o1	-5%	9%	-9%	-2%	3%	-5%	?	-26%
Cc1cccc(C)c1NC(=O)CCn1cnc2ccccc2c1=O	-2%	2%	0%	-2%	6%	-2%	2%	0%
O=C(NN=C1CCCC1)c1ccccc1OCc1ccc(Cl)cc1	-1%	-11%	-8%	-2%	5%	-12%	.	0%
COC(=O)c1cccc(NC(=O)COc2cccc([N+](=O)[O-])c2)c1	2%	7%	-1%	-8%	?	8%	-10%	-2%
Nc1ncnc2c1ncn2CCOc1ccccc1	3%	-2%	-2%	6%	-3%	-2%	.	3%
COc1cc(/C=C(\C#N)C(=O)NCC2CCCO2)cc(OC)c1OC (stereo not given)	-7%	-3%	2%	-2%	?	-15%	-8%	-3%
Cc1c(/C=N\NC(=O)C2(C)CC2(Cl)Cl)cnn1C (stereo not given)	3%	-2%	7%	-7%	5%	-2%	7%	-3%
O=C(Nc1ccc(Br)cc1)C1CCC(=O)N1Cc1ccccc1Cl (stereo not given)	-12%	10%	-3%	-7%	1%	-3%	7%	-1%
CCOC(=O)C1CCCN(Cc2nc(N)nc(Nc3ccc(OC)cc3)n2)C1 (stereo not given)	-3%	?	5%	2%	4%	-7%	.	3%
Cc1nnsc1-c1onc(C)c1C(=O)O/N=C/c1ccc(Cl)cc1	-1%	-6%	-7%	-2%	12%	-4%	1%	-2%
Cc1ccc(-c2nc3nc(C)cc(Nc4ccccc4O)n3n2)cc1	-12%	.	-16%	-1%	.	-1%	.	-3%
Cc1ccc(-c2nc(CS(=O)CC(=O)NC3CCC(C)CC3)c(C)o2)cc1 (stereo not given)	-11%	2%	5%	0%	?	-22%	.	2%

Reformatted with two lines to a compound: six of the compounds above.
Results follow in this order: Tau fluor counter, aGal spleen mod, Tau FP inhib, TRb-SRC2 inh, ALDH1A1 block, Tau ThT inhib, L3MBTL1 inh, TexasRed fluor
CCC(c1nnc(SCC(=O)Nc2cccc(S(N)(=O)=O)c2)n1Cc1ccccc1)N(C)C (stereo not given)
 : 0%, 5%, 10%, -3%, ., -3%, ., -1%
Cc1noc(/C=C/c2cccs2)c1S(=O)(=O)N1CCC(C(=O)NCc2ccc(Cl)cc2)CC1
 : -26%, ., ?, -6%, ., 12%, ., -1%
CC(C)(C)C(=O)Nc1nnc(-c2ccncc2)o1
 : -5%, 9%, -9%, -2%, 3%, -5%, ?, -26%
Cc1nnsc1-c1onc(C)c1C(=O)O/N=C/c1ccc(Cl)cc1
 : -1%, -6%, -7%, -2%, 12%, -4%, 1%, -2%
CCOC(=O)C1CCCN(Cc2nc(N)nc(Nc3ccc(OC)cc3)n2)C1 (stereo not given)
 : -3%, ?, 5%, 2%, 4%, -7%, ., 3%
CCCn1c(N2CCN(CC(=O)c3c(C)n(C)c4ccccc34)CC2)nc2c1c(=O)[nH]c(=O)n2C
 : 2%, 11%, 5%, 0%, ?, 2%, 7%, 2%

(next part)
SMILES	Tau fluor counter	aGal spleen mod	Tau FP inhib	TRb-SRC2 inh	ALDH1A1 block	Tau ThT inhib	L3MBTL1 inh	TexasRed fluor
CCC(=O)Oc1ccc(C2N(C(=O)CC)CCN2S(=O)(=O)c2ccc(C)cc2)cc1OC (stereo not given)	-3%	-5%	2%	5%	?	-10%	-10%	3%
CCN(CC)C(=O)COn1c(SCC(=O)N(CC)CC)nc2ccccc2c1=O	8%	3%	2%	4%	?	1%	.	-5%
CCC(=O)N=c1sc2cc([N+](=O)[O-])ccc2n1CCOC	5%	-3%	2%	-6%[53 µM]	-9%	5%	28%	-1%[53 µM]
O=C(CSc1oc(-c2ccc(F)cc2)nc1S(=O)(=O)c1ccccc1)c1ccc(Cl)cc1	?	.	?	4%	.	-3%	.	0%
Cn1c(=O)c2c(=O)cc(NNC(=O)CC#N)[nH]c2n(C)c1=O	-1%	1%	2%	-3%	1%	-13%	2%	-2%
Cc1cc(C)nc(NC(=O)c2cc3ccccc3o2)n1	-9%	-1%	5%	0%	-2%	-15%	7%	1%
CCC(CC)C(=O)NCc1ccc(OC)cc1	2%	-1%	4%	2%	-1%	0%	6%	4%
O=C(CN1C(=O)c2ccccc2S1(=O)=O)NCc1ccccn1	1%	-4%	-5%	-3%	6%	-3%	.	0%
Cn1cc(Cl)c(C(=O)Nc2cccc(Cl)c2Cl)n1	-4%	7%	3%	-9%	-12%	-10%	-13%	-2%
